Growth percent in the NCI-60 one-dose screen (48 h, 10 µM unless noted): 100 = growth as untreated, 0 = no growth, -100 = all killed.
MDA-MB-231 – MDA-MB-231 breast cancer. hit rate 5% among 81,000. AID 1794789
K-562 – K-562 leukemia; hit rate 7.4% among 78,000
MCF7 – MCF7 breast cancer. hit rate 6.3% among 82,000
MDA-MB-468 – MDA-MB-468 breast cancer; hit rate 8.5% among 78,000; AID 2202374
RPMI-8226 – RPMI-8226 leukemia cells. hit rate 7.5% among 77,000. AID 1794781
SR – SR leukemia cells. AID 1794780. hit rate 8.7% among 73,000
MDA-MB-435 – MDA-MB-435 melanoma. hit rate 7.8% among 82,000. AID 1794794
MOLT-4 – MOLT-4 leukemia cells | hit rate 6.9% among 80,000
Active calls of the source: *; . = no result given; & = joins results of further samples; [ ] = another dose, or the depositor's remark. How the source made its calls: active means growth percent below 10; inactive means the rest.

Labels used below – A = MDA-MB-231; B = K-562; C = MCF7; D = MDA-MB-468; E = RPMI-8226; F = SR; G = MDA-MB-435; H = MOLT-4
Cc1cc(Nc2ncc(Cl)c(Nc3ccccc3S(=O)(=O)C(C)C)n2)c(OC(C)C)cc1C1CCNCC1
  A: -88*; B: -53*; C: -74*; D: -78*; E: -57*; F: -45*; G: -100*; H: -60*
CCOc1ccccc1C(N)=O
  A: 108; B: 117; C: 92; D: 92; E: 97; F: 113; G: 95; H: 100
C=C[C@H]1CN2CC[C@H]1C[C@@H]2[C@@H](O)c1ccnc2ccc(OC)cc12
  A: .; B: .; C: .; D: 105; E: 119; F: .; G: .; H: .
C1CCC(C(CC2CCCCN2)C2CCCCC2)CC1 (centres undefined)
  A: 1.1*; B: -65*; C: -63*; D: -90*; E: 5.4*; F: -40*; G: -74*; H: .
Cc1cc(OCc2nnc(SC3CCCC3)n2-c2cccnc2)ccc1-c1ccc(S(C)(=O)=O)cc1
  A: 87[1 µM]; B: .; C: 52[1 µM]; D: 13[1 µM]; E: 35[1 µM]; F: 47[1 µM]; G: 71[1 µM]; H: 64[1 µM]
Cn1c(=O)c2c(ncn2CC2OCCO2)n(C)c1=O
  A: 120; B: .; C: 98; D: 116; E: 110; F: 89; G: 110; H: 84
COc1ccc(/C=C/C(C)=N/OC(C)C(=O)O)cc1 (centres undefined)
  A: 125; B: 112; C: 96; D: 102; E: 105; F: 97; G: 101; H: 87
O=C1c2c(O)cccc2C(C2OC(CO)C(O)C(O)C2O)c2cc(CO)cc(O)c21 (centres undefined)
  A: 85; B: 101; C: 94; D: 105; E: 102; F: 101; G: 105; H: 105
Cn1cc(-c2nnc(-c3ccccc3)o2)c2cccnc21
  A: 72; B: 85; C: 62; D: 85; E: 76; F: 78; G: 92; H: 82
c1ccc(CC2=NCCN2)cc1
  A: 101; B: 105; C: 109; D: 115; E: 100; F: 112; G: 111; H: 111
CC(C)(C)c1ccc2c(c1)C(=O)N(c1cccc(S(N)(=O)=O)c1)C2=O
  A: 104; B: .; C: 99; D: 99; E: 99; F: 93; G: 101; H: 101
Cn1c(=O)c2[nH]c(Br)nc2n(C)c1=O
  A: 124&121; B: 110&101; C: 109&95; D: 127&95; E: 74&97; F: 64&97; G: 97&103; H: 113&101
O=C(COc1ccc(Cl)cc1)NCCO
  A: 99; B: 105; C: 99; D: 106; E: 105; F: 96; G: 95; H: 104
CNC(=O)CN1CCC(Oc2cc3c(Nc4cccc(Cl)c4F)ncnc3cc2OC)CC1
  A: 44; B: 61; C: 51; D: -23*; E: 71; F: 64; G: 98; H: 52
CC[N+](C)(CC)CCOC(=O)C(O)(c1ccccc1)C1CCCCC1 (centres undefined)
  A: 100; B: .; C: 99; D: 82; E: 96; F: .; G: 100; H: .
CCCn1cnc2c1c(=O)n(CCCCC(C)=O)c(=O)n2C
  A: 104; B: 91; C: 93; D: 107; E: 101; F: 88; G: 117; H: 92
C[C@@H]1COC(Nc2ccc3ncnc(Nc4ccc(OCc5nccs5)c(Cl)c4)c3c2)=N1
  A: 43; B: 23; C: 45; D: -16*; E: 19; F: 18; G: 50; H: 18
COc1ccc(-c2cc3c(C)nc(N)nc3n(C3CCC(OCCO)CC3)c2=O)cn1 (centres undefined)
  A: 5.1*; B: 24; C: 1.6*; D: -50*; E: 3.6*; F: 1.9*; G: -19*; H: 8.5*
O=C(Nc1ccc(OC(F)(F)F)cc1)c1sccc1NCc1ccnc2ccccc12
  A: 69; B: 46; C: 85; D: 72; E: 67; F: 72; G: 79; H: 63
Cn1cc(-c2nnc(N)nc2-c2cn(C)c3ccc(Br)cc23)c2ccccc21
  A: 97; B: 98; C: 82; D: 106; E: 104; F: 94; G: 100; H: 79

2 entries from above, tab-delimited:
compound	MDA-MB-231	K-562	MCF7	MDA-MB-468	RPMI-8226	SR	MDA-MB-435	MOLT-4
Cc1cc(Nc2ncc(Cl)c(Nc3ccccc3S(=O)(=O)C(C)C)n2)c(OC(C)C)cc1C1CCNCC1	-88*	-53*	-74*	-78*	-57*	-45*	-100*	-60*
CCOc1ccccc1C(N)=O	108	117	92	92	97	113	95	100

(continued)
Labels used below – A = MDA-MB-231; B = K-562; C = MCF7; D = MDA-MB-468; E = RPMI-8226; F = SR; G = MDA-MB-435; H = MOLT-4
COc1cc2c(cc1OC)C(=O)C(CC1CCN(Cc3ccccc3)CC1)C2 (centres undefined)
  A: 83; B: 105; C: .; D: 106; E: 96; F: .; G: 101; H: 101
C[C@@H](Oc1cc(-n2cnc3ccc(CN4CCN(C)CC4)cc32)sc1C(N)=O)c1ccccc1C(F)(F)F
  A: 27; B: 6.1*; C: 18; D: 6.6*; E: 34; F: -20*; G: 9.7*; H: -7.6*
COc1ccccc1N1CCN(CCCNc2cc(=O)n(C)c(=O)n2C)CC1
  A: 96&103; B: 100&104; C: 101&100; D: 105&111; E: 98&101; F: 100&104; G: 102&108; H: 110&110
c1ccc(CN(CC2=NCCN2)c2ccccc2)cc1
  A: 109; B: 106; C: 101; D: 113; E: .; F: .; G: 102; H: .
CCCCSc1nc(NC(=O)CN2CCN(c3cc4c(cc3F)c(=O)c(C(=O)O)cn4C3CC3)CC2)cc(=O)[nH]1
  A: 88; B: 103; C: 96; D: 88; E: 90; F: 98; G: 101; H: 94
Nc1nnc(-c2c[nH]c3ccc(Br)cc23)c(-c2c[nH]c3ccc(Br)cc23)n1
  A: 87; B: 70; C: 69; D: 105; E: 80; F: 67; G: 73; H: 69
C[C@]12CCc3c(ccc4cc(O)ccc34)[C@@H]1CC[C@H]2O
  A: 88; B: 95; C: 116; D: 81; E: 95; F: 74; G: 80; H: 95
O=C(Nc1ccc(Oc2ccc(Cl)c(F)c2)cc1)c1ccc2nc(NS(=O)(=O)c3ccc4ccccc4c3)sc2c1
  A: 90; B: 77; C: 85; D: 103; E: 100; F: 73; G: 72; H: 90
O=C(/C=C/c1ccc(Cl)cc1Cl)c1ccc(Cl)nc1
  A: 100; B: 81; C: 37; D: 92; E: 91; F: 44; G: 91; H: 100
CC(=O)[C@H]1CCC2C3C[C@H](C)C4=CC(=O)CC[C@]4(C)C3[C@@H](O)C[C@@]21C (some centres undefined)
  A: 71; B: 114; C: 91; D: 109; E: 72; F: .; G: 98; H: 73
O=C(c1ccc(F)cc1)C1CCN(CCn2c(=O)[nH]c3ccccc3c2=O)CC1
  A: 110; B: 100; C: 98; D: 104; E: 104; F: 100; G: 104; H: 95
C[C@@H]1CC2C3C[C@H](F)C4=CC(=O)C=C[C@]4(C)[C@@]3(F)[C@@H](O)C[C@]2(C)[C@@]1(O)C(=O)COC(=O)C(C)(C)C (some centres undefined)
  A: 100; B: .; C: 98; D: 106; E: 35; F: 92; G: 96; H: 90
CC(=O)NC(Cc1ccccc1)C(=O)O (centres undefined)
  A: 109; B: 97&98; C: 98&98; D: 114&95; E: 99&105; F: 85; G: 103&96; H: 87&99
CC(=O)Nc1ccc(C(=O)/C=C/c2ccc(N(C)C)cc2)cc1
  A: 104; B: 98; C: 78; D: 96; E: 102; F: 97; G: 98; H: 99
c1cc(OCCN2CCCCC2)cc(-c2n[nH]c3ccc(-c4ncn[nH]4)cc23)c1
  A: 55; B: 37; C: 58; D: 93; E: 58; F: 7.2*; G: 42; H: 27
NS(=O)(=O)c1cccc(N2C(=O)CCC2=O)c1
  A: 101; B: .; C: 92; D: 102; E: 107; F: 92; G: 106; H: 102
C[C@H](CCC(=O)O)[C@H]1CCC2C3C(CC[C@@]21C)[C@@]1(C)CC[C@@H](O)C[C@H]1C[C@@H]3O (some centres undefined)
  A: 97; B: 105; C: 99; D: 103; E: 121; F: 94; G: 104; H: 95
COc1cccc([C@@H]2C[C@@H]3Cc4cc(Br)c5ccccc5c4N2O3)c1
  A: 75; B: 89; C: 80; D: 101; E: 87; F: 98; G: 106; H: 75
C=CC(=O)Nc1cccc(Nc2nc(Nc3ccc(N4CCN(C(C)=O)CC4)cc3OC)ncc2C(F)(F)F)c1
  A: 22; B: 19; C: 4.4*; D: -49*; E: 17; F: 1.7*; G: 23; H: 13
Cc1c(NC(=O)c2cccnc2)c(=O)n(-c2ccccc2)n1C
  A: 105; B: 88; C: 105; D: 114; E: 107; F: 92; G: 103; H: 95
O=C(CCNNC(=O)c1ccncc1)NCc1ccccc1
  A: 61; B: .; C: 90; D: 75; E: 87; F: .; G: 96; H: 99
COc1ccc(C(=O)NCc2ccc(OCCN(C)C)cc2)cc1OC
  A: 119; B: .; C: 103; D: 114; E: 106; F: 87; G: 108; H: 73
COc1ccc(/C=C/C(=O)Nc2ccccc2C(=O)O)cc1OC
  A: 107; B: 72; C: 92; D: 111; E: 113; F: 107; G: 92; H: 104
C=C1CC[C@@H]2C(C)(C)C(=O)CC[C@@]2(C)[C@@H]1COc1ccc2ccc(=O)oc2c1
  A: 72; B: 86; C: 87; D: 80; E: 98; F: 92; G: 100; H: 86
COc1ccc(C2NC(=S)NC(C)=C2C(=O)Nc2ccc(S(N)(=O)=O)cc2)cc1O (centres undefined)
  A: 107; B: 98; C: 90; D: 95; E: 111; F: 94; G: 104; H: 98
COC(=O)c1ccc(O)cc1
  A: 107; B: 95; C: 101; D: 91; E: 105; F: 88; G: 113; H: 86
COc1ccc(NC(=O)CSc2nc(NC(=O)CN3CCN(c4cc5c(cc4F)c(=O)c(C(=O)O)cn5C4CC4)CC3)cc(=O)[nH]2)cc1
  A: 98; B: 103; C: 92; D: 97; E: .; F: 100; G: 101; H: 103
Cc1ccc(NC(=O)Nc2ccc3nc(NS(=O)(=O)c4ccc5ccccc5c4)sc3c2)cc1Cl
  A: 117; B: 104; C: 97; D: 114; E: 109; F: 113; G: 101; H: 106
CC1COc2c(N3CCN(C)CC3)c(F)cc3c(=O)c(C(=O)O)cn1c23 (centres undefined)
  A: 102; B: .; C: 101; D: 100; E: .; F: 98; G: 99; H: 97
CN1CCN(C(c2ccccc2)c2ccccc2)CC1
  A: 106&106; B: 98&95; C: 95&101; D: 95&104; E: 97&97; F: 104&102; G: 112&101; H: 106&97
Cn1cc(-c2nnc(N)nc2-c2c[nH]c3ccccc23)c2cc(Br)ccc21
  A: 95; B: 72; C: 68; D: 90; E: 80; F: 102; G: 96; H: 55
COCCCOc1cc(C[C@@H](C[C@H](N)[C@@H](O)C[C@H](C(=O)NCC(C)(C)C(N)=O)C(C)C)C(C)C)ccc1OC
  A: 102; B: 103; C: 95; D: 101; E: 111; F: 103; G: 99; H: 103
CC(/C=C/c1ccccc1)=N\OCC(=O)Nc1ccccc1
  A: 92; B: 102; C: 75; D: 94; E: 73; F: 87; G: 104; H: 54
Nc1nnc(-c2c[nH]c3ccccc23)c(-c2c[nH]c3ccccc23)n1
  A: 86; B: 90; C: 75; D: 92; E: 106; F: 108; G: 105; H: 85
COC(=O)C(C)(C)C1Oc2ccc(F)cc2C(=O)/C1=C\O (centres undefined)
  A: 105; B: 106; C: 94; D: 98; E: 100; F: 111; G: 103; H: 101
Cc1cc(-c2ccccc2)nnc1NCCN1CCOCC1
  A: 112; B: 92; C: 96; D: 101; E: 102; F: 99; G: 99; H: 101
CC1=CC(=O)NS(=O)(=O)O1
  A: 87; B: 103; C: 91; D: 103; E: 105; F: 108; G: 97; H: 99
CC(C)c1cc(CNc2nc(Nc3cc(C4CC4)[nH]n3)cc(N3CCN(C)CC3)n2)on1
  A: 6.1*; B: 5.7*; C: 12; D: -35*; E: -13*; F: -5.3*; G: -11*; H: 0.9*
O=C(O)c1ccc[n+]([O-])c1
  A: 104&123; B: 101; C: 102&97; D: 123&113; E: 95; F: 81&92; G: 116&111; H: 87&88

Compounds from the list above with a COOH group:
Labels used below – A = MDA-MB-231; B = K-562; C = MCF7; D = MDA-MB-468; E = RPMI-8226; F = SR; G = MDA-MB-435; H = MOLT-4
COc1ccc(/C=C/C(C)=N/OC(C)C(=O)O)cc1 (centres undefined)
  A: 125; B: 112; C: 96; D: 102; E: 105; F: 97; G: 101; H: 87
CCCCSc1nc(NC(=O)CN2CCN(c3cc4c(cc3F)c(=O)c(C(=O)O)cn4C3CC3)CC2)cc(=O)[nH]1
  A: 88; B: 103; C: 96; D: 88; E: 90; F: 98; G: 101; H: 94
CC(=O)NC(Cc1ccccc1)C(=O)O (centres undefined)
  A: 109; B: 97&98; C: 98&98; D: 114&95; E: 99&105; F: 85; G: 103&96; H: 87&99
C[C@H](CCC(=O)O)[C@H]1CCC2C3C(CC[C@@]21C)[C@@]1(C)CC[C@@H](O)C[C@H]1C[C@@H]3O (some centres undefined)
  A: 97; B: 105; C: 99; D: 103; E: 121; F: 94; G: 104; H: 95
COc1ccc(/C=C/C(=O)Nc2ccccc2C(=O)O)cc1OC
  A: 107; B: 72; C: 92; D: 111; E: 113; F: 107; G: 92; H: 104
COc1ccc(NC(=O)CSc2nc(NC(=O)CN3CCN(c4cc5c(cc4F)c(=O)c(C(=O)O)cn5C4CC4)CC3)cc(=O)[nH]2)cc1
  A: 98; B: 103; C: 92; D: 97; E: .; F: 100; G: 101; H: 103
CC1COc2c(N3CCN(C)CC3)c(F)cc3c(=O)c(C(=O)O)cn1c23 (centres undefined)
  A: 102; B: .; C: 101; D: 100; E: .; F: 98; G: 99; H: 97
O=C(O)c1ccc[n+]([O-])c1
  A: 104&123; B: 101; C: 102&97; D: 123&113; E: 95; F: 81&92; G: 116&111; H: 87&88

From PubChem BioAssay

Some of the compounds tested (hit frequency here may not be typical).
